TLR9-MyD88 block – inhibitors of TLR9-MyD88 association in cells, primary screen, cell-based, CHO, BLA complementation, fluorescence; CCF4 FRET ratio; inhibition, % at 4.98 µM; actives 0.21% (n = 340,000); AID 504734, 2011;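 active = inhibition above the mean over all tested compounds plus 3 SD, cut at about 21% in these data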;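 note: 0% = DMSO only wells and 100% = clavulanate BLA inhibitor control wells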
ABHD5-PLIN5 inh – ABHD5-PLIN5 interaction inhibitors, primary screen, cell lysate, split luciferase complementation, luminescence; Perilipin-5 (Homo sapiens) + 1-acylglycerol-3-phosphate O-acyltransferase ABHD5 (Homo …; Split G. princeps luciferase complementation, 4 h; inhibition, % at 4 µM; actives 0.78% (n = 360,000); AID 602281, 2012;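 active = inhibition above the mean inhibition across every tested compound plus 3 SD, cut at about 22% in these data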;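 note: 0% = DMSO only wells and the 100% control is not disclosed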
NR5A2 inv ag – LRH-1 (NR5A2) inverse agonists, primary screen, cell-based, luminescence, HEK293T, StAR-luciferase reporter; Nuclear receptor subfamily 5 group A member 2 (Homo sapiens), O00482; LRH-1 transfected, 24 h; inhibition, % at 3.6 µM; actives 0.13% (n = 360,000);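 active = inhibition above the mean inhibition of all tested compounds plus 3 SD, cut at about 73% in these data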;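 note: 0% = DMSO wells and 100% = reporter-only cells lacking LRH-1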
SRC2 inh – inhibition of GAL4-SRC2 driven luciferase reporter, primary screen, SRC2 inhibitor project, cell-based, luminescence; actives 0.17% (n = 370,000); HEK293 GAL4-SRC2 luciferase reporter; Nuclear receptor coactivator 2 (Homo sapiens), Q15596; inhibition, % at 9 µM;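 active = inhibition above the mean inhibition of all tested compounds plus 3 SD, set per campaign, cut at about 52% in these data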;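 note: 0% = DMSO treated cells and 100% = cells given Gossypol at 36 µM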
Target sequence (Q15596 whole entry, looked up, the tested form may be a part): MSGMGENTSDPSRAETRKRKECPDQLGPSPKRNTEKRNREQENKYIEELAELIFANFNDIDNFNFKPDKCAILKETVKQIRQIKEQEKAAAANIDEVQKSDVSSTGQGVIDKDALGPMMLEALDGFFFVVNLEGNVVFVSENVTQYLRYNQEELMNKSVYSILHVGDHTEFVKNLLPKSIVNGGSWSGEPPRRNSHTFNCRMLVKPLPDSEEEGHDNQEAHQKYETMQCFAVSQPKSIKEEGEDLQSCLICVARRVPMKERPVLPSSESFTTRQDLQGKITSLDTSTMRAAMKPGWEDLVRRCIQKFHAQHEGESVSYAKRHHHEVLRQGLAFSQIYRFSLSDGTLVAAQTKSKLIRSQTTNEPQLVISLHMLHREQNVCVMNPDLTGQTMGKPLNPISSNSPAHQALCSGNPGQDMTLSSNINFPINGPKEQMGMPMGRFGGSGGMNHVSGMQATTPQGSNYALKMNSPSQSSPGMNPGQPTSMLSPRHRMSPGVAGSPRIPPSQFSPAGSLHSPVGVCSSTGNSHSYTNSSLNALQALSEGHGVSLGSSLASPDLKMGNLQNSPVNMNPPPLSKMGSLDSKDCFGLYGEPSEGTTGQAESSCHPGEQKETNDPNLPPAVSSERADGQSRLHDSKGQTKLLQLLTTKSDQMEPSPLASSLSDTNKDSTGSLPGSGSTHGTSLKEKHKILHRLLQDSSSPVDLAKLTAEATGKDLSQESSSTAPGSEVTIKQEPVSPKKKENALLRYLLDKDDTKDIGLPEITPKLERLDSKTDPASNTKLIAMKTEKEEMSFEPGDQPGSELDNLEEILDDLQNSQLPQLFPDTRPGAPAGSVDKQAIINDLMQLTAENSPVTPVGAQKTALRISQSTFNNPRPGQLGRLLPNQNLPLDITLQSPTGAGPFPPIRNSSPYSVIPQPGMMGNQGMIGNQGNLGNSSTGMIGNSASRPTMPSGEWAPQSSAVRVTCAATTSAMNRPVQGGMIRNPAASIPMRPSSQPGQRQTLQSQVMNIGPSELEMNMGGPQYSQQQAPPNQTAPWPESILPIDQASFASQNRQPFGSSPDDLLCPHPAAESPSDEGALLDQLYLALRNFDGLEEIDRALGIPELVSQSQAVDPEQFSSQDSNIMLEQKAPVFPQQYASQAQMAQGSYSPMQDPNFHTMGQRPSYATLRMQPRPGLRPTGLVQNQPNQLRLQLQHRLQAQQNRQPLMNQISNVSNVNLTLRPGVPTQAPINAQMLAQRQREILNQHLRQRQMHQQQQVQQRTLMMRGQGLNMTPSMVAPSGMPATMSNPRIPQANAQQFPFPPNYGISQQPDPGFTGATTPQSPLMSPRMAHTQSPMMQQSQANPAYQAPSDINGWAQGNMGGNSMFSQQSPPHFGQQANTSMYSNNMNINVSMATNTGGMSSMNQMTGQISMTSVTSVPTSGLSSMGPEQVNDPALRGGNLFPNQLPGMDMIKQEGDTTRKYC
NR2F2 inh – NR2F2 transcriptional activity inhibitors, primary screen, cell-based, luciferase reporter, HEK293T, luminescence; COUP transcription factor 2 (Homo sapiens), P24468; HEK293T NGFI-A luciferase reporter; inhibition, % at 8.6 µM; actives 0.7% (n = 370,000);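 active = inhibition above a per-plate cutoff, mean inhibition of test wells between control levels plus 3 SD, cut at about 38% in these data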;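 note: cells cotransfected with COUP-TFII expression vector driving the NGFI-A reporter; 0% = median of COUP-TF2 test wells and 100% = reporter-only cells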
TROY NFkB inh – inhibitors of TROY-driven NF-kB signaling, primary screen, Q293 LMP1-TROYcd cells, NF-kB luciferase, uHTS | Q293 LMP1-TROYcd NF-kB luciferase reporter, 4 h | inhibition, % at 10 µM | actives 0.98% (n = 360,000) | AID 1347056, 2019;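 active = compounds whose plate-normalised and pattern-corrected inhibition of the luciferase reporter signal at the single screening dose is 50% or more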
NOD2 RIPK2 PPI – NOD2-RIPK2 binding disruptors in cells, primary screen, fluorescence, CHO cells, BLA complementation; Receptor-interacting serine/threonine-protein kinase 2 (Homo sapiens), O43353; CCF4 ratio; inhibition, % at 4.98 µM; actives 0.38% (n = 360,000); AID 624267, 2012; in the data active = inhibition above about 21%;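 note: 0% = vehicle only and 100% = reference blocker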
SRC3 inh – SRC3 coactivator transcriptional activity inhibitors, primary screen, cell-based, luminescence | HEK293 GAL4-SRC3 luciferase reporter | inhibition, % at 3.6 µM | actives 0.17% (n = 360,000) | AID 588352, 2011;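 active = inhibition above a per-campaign cutoff, the mean of all compounds plus 3 SD, cut at about 60% in these data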;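 note: 0% = DMSO-treated cells and 100% = gossypol-treated cells at 36 µM; higher means less SRC3-driven luciferase light from the GAL4 reporter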
TWEAK-Fn14 inh – inhibitors of TWEAK-Fn14 signaling, primary screen, luciferase reporter cells, uHTS; TWEAK-stimulated Fn14 reporter cells, luciferase luminescence, 8 h; inhibition, % at 10 µM; AID 1159606, 2016; actives 2% (n = 360,000); in the data active = inhibition above about 50%
Granule exo inh – LAMP-1 surface exposure blockers, TALL-104 cells – cell-based, flow cytometry, MLPCN library, primary screen. actives 0.66% (n = 360,000). inhibition, % at 10 µM. TALL-104 LAMP-1 surface exposure; cells stimulated with thapsigargin and PMA;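 active = inhibition above about 55%, limit read from the data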
SRC1 inh – SRC1 coactivator transcriptional activity inhibitors, primary screen, cell-based, luminescence | Nuclear receptor coactivator 1 (Homo sapiens), Q15788 | HEK293 GAL4-SRC1 luciferase reporter | inhibition, % at 3.6 µM | actives 0.12% (n = 360,000) | AID 588354, 2011;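 active = inhibition above the campaign mean plus 3 SD, with each screening campaign given its own cutoff, cut at about 60% in these data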;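 note: 0% = DMSO treated cells and 100% = gossypol at 36 µM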
The depositor's hits bear a star; x = not tested or not shown. Only part of the results is shown. The share of hits here may be higher or lower than overall.

SMILES	TLR9-MyD88 block	ABHD5-PLIN5 inh	NR5A2 inv ag	SRC2 inh	NR2F2 inh	TROY NFkB inh	NOD2 RIPK2 PPI	SRC3 inh	TWEAK-Fn14 inh	Granule exo inh	SRC1 inh
CCOC(=O)c1c(N)nn(C(=O)c2ccccc2F)c1-c1ccc(OC)cc1	4	-1	-5	4	15	-1	-3	19	6	-2	2
CCC(C)NS(=O)(=O)c1ccc(OCC(=O)NCc2ccccn2)cc1 (stereo unspecified)	2	-1	-13	-11	16	-11	-8	11	-11	-2	-6
Clc1ccc(-c2c[n+]3c(n2-c2ccccc2)SCC3)cc1	-7	-7	-10	12	9	-5	7	7	-6	4	-12
CNC(=S)NNC(=O)c1sccc1OCc1ccc(C)cc1	-5	0	4	4	-4	-31	8	2	-25	-3	-30
CCCCC(CC)CNC(=O)CN1C(=O)NC2(CCc3ccccc32)C1=O (stereo unspecified)	-1	4	11	-6	8	-20	-7	-18	18	7	-10
O=C(/C=C/c1ccccc1)COC(=O)c1ccccc1	0	59*	21	-8	-11	-15	3	-5	-15	4	-15
CC(CC(=O)O)NCC1COc2ccccc2O1 (stereo unspecified)	-2	-2	8	-5	26	-4	1	21	-1	3	-1
COCCNC(=S)N(Cc1cccs1)Cc1cc2cccc(C)c2[nH]c1=O	-13	-7	15	12	10	-7	-8	6	-13	-2	12
CC1CCC(N2CCN(S(C)(=O)=O)CC2)CC1 (stereo unspecified)	5	1	8	3	15	-14	-4	-7	-16	2	-15
CN1CCN(C(=O)CSc2nc(-c3ccncc3)ccc2C#N)CC1	3	-1	23	-14	17	-23	-12	19	0	-1	-3
CCOC(=O)C1=C(C)NC(=O)NC1c1ccc(N(C)C)cc1 (stereo unspecified)	12	-2	-4	-13	-13	-11	-1	4	5	-2	-19
O=C(CN(Cc1ccco1)C(=O)c1ccccc1F)Nc1ccccc1C(F)(F)F	-4	11	13	3	9	9	2	11	10	-3	-30
[O-][n+]1c2cc(C(F)(F)F)ccc2c2n1CCN=C2c1ccc(Cl)cc1	7	-7	18	3	-23	21	4	-23	-5	-17	-13
O=C(Cc1ccc(Cl)c(Cl)c1)Nc1ccccc1N1CCCC1	13	1	-11	-40	5	0	-7	-30	9	-3	4
Cc1cc(C)cc(C(=O)NCCN2CCOCC2)c1	-3	1	-8	8	-4	6	-2	5	-19	-11	8
CCCCOc1ccc(C2/C(=C(\O)c3ccc4c(c3)OCCO4)C(=O)C(=O)N2CCCN2CCOCC2)cc1 (stereo unspecified)	-5	2	-9	16	16	26	-2	-14	26	-3	-2
COc1cc2ccccc2cc1C(=O)N(CCN(C)C)c1nc2c(OC)ccc(OC)c2s1	-5	15	-28	8	1	-31	10	10	-34	22	-13
Cc1nnc(NC(=O)CC(CN(C)S(=O)(=O)c2ccccc2)c2ccccc2)s1 (stereo unspecified)	9	-2	3	11	4	-16	-1	-4	-16	14	-20
Cc1cccc(C)c1-n1c(C)nn(CC#N)c1=O	3	-5	1	-2	12	-5	-1	16	-12	-1	-21
O=C(NCCCN1CCOCC1)C(C(=O)NCCCN1CCOCC1)c1ncc(C(F)(F)F)cc1Cl	-2	0	13	-21	0	-6	4	4	-12	4	-10

Of the compounds above, these contain an aryl methoxy group.
SMILES	TLR9-MyD88 block	ABHD5-PLIN5 inh	NR5A2 inv ag	SRC2 inh	NR2F2 inh	TROY NFkB inh	NOD2 RIPK2 PPI	SRC3 inh	TWEAK-Fn14 inh	Granule exo inh	SRC1 inh
CCOC(=O)c1c(N)nn(C(=O)c2ccccc2F)c1-c1ccc(OC)cc1	4	-1	-5	4	15	-1	-3	19	6	-2	2
COc1cc2ccccc2cc1C(=O)N(CCN(C)C)c1nc2c(OC)ccc(OC)c2s1	-5	15	-28	8	1	-31	10	10	-34	22	-13

(listing goes on)
SMILES	TLR9-MyD88 block	ABHD5-PLIN5 inh	NR5A2 inv ag	SRC2 inh	NR2F2 inh	TROY NFkB inh	NOD2 RIPK2 PPI	SRC3 inh	TWEAK-Fn14 inh	Granule exo inh	SRC1 inh
CCN1CCN(Cc2cc(=O)oc3ccc(C)cc23)CC1	4	-2	8	11	7	-18	0	10	-16	-2	0
Nn1c(SCC(=O)Nc2ccc3c(c2)OCO3)nnc1-c1cccc(Cl)c1	5	-8	6	-9	15	10	-5	2	0	6	6
COc1ccc(OC)c(NC(=O)CC2C(=O)NCCN2C(=O)Nc2cccc(Cl)c2)c1 (stereo unspecified)	14	8	-3	2	-9	10	-3	1	-15	-1	10
Cc1ccc2c(c1)N(C(=O)CCC(=O)NC1CCN(Cc3ccccc3)CC1)CC(C)O2 (stereo unspecified)	-5	-3	1	2	5	2	6	-8	-5	-2	3
O=C(CCNC(=O)c1ccc(Br)cc1)NCc1ccncc1	-6	10	11	-9	-1	-10	2	13	0	1	4
O=c1c2ccccc2nc2ccc(N3CCOCC3)nn12	-3	9	-69	-73	-22	-16	-5	-72	2	-3	-34
N#Cc1ccc(CSC2=NCCN2)cc1	-5	6	23	-1	-2	-11	-12	8	14	-1	10
Cc1ccc(Cn2c(C3CCCN3c3nc(C)cs3)nc3cc(C(F)(F)F)ccc32)cc1 (stereo unspecified)	-2	-12	6	x	x	-16	-14	5	4	1	-14
CN(Cc1ccccc1)C(=O)c1csc([C@@H]2C[C@H](O)[C@@H](CO)O2)n1	x	-5	-7	4	-2	-6	2	-3	1	-6	1
O=[N+]([O-])c1cc(Br)c(O)c(/C=N/Nc2nc3ccccc3s2)c1	-11	-4	-9	-18	-4	35	-11	-18	76*	3	-44
COc1ccc(CC(=O)Nc2ccc(S(=O)(=O)Nc3cc(C)nc(C)n3)cc2)cc1OC	-7	2	12	1	22	0	-3	1	0	-7	11
Cc1cccc(N2C(=O)/C(=C\c3ccc(C(=O)O)cc3)c3ccccc3C2=O)c1	19	-5	4	-1	5	3	4	18	0	0	1
O=C(O)C1CCCN1S(=O)(=O)c1ccc(Br)s1 (stereo unspecified) (tested in a mixture with another compound)	8	-1	-6	13	-11	-28	6	12	-4	-2	-21
Cc1ccc(NC(=O)c2sccc2-n2cccc2)c(Cl)c1	-6	-5	-12	11	-6	-51	-14	6	15	5	-6
O=C(O)c1ccc(CSc2ncn[nH]2)cc1	3	6	-22	2	4	-13	1	0	5	-3	-13
CCNc1nc2c(c(=O)n(C)c(=O)n2C)n1CCCc1ccccc1	-9	-2	23	5	34	9	0	5	11	-2	13
O=S(=O)(c1ccc(NC(=S)N2CCN(c3ccc(O)cc3)CC2)cc1)N1CCOCC1	x	-6	-18	1	7	7	-2	21	-1	0	11
COC(=O)c1ccc(Cl)c(NC(=O)Cc2ccccc2[N+](=O)[O-])c1	-11	3	-4	-8	18	-6	-6	29	10	-3	9
COc1ccc(C(=O)NCc2nnc(SC)n2Cc2ccccc2)cc1	-4	12	1	-46	-5	3	-4	9	20	0	-6
COc1ccc(C)cc1NC(=O)CSc1nc2scc(C)c2c(=O)[nH]1	-2	4	1	14	-8	25	0	-9	15	-3	-6
N#Cc1c(N)nc2c(c1-c1ccccc1)CCCC2	1	-4	-13	23	17	16	0	18	7	0	-13
O=C(c1ccco1)N1CCCC(N2CCN(c3cccc(C(F)(F)F)c3)CC2)C1 (stereo unspecified)	-13	-3	48	32	0	-9	-1	-48	-9	-4	-7
O=C(CCCC(=O)Nc1cccc(Br)c1)N/N=C/c1cc([N+](=O)[O-])ccc1O	-12	2	19	-14	15	13	-3	25	33	19	7
Cc1ccc(NC(=O)CCNS(=O)(=O)c2ccc3c(c2)oc(=O)n3C)cc1	3	-4	1	-41	8	-10	11	-7	5	-2	-4
CN(CCc1ccccn1)C(=O)Nc1cccc(Cl)c1	-6	0	-6	-27	12	8	-4	-6	5	1	3
CCc1ccc(S(=O)(=O)Nc2c(C)n(C)n(-c3ccccc3)c2=O)cc1	5	-5	16	-13	17	-8	-12	9	8	0	-8
CCCSc1ccc([C@@H]2[C@H]3C(=O)N(CC)C(=O)[C@H]3[C@]3(C(=O)OC)CCCN23)cc1	4	13	16	26	10	-2	-4	24	10	-3	-5
c1ccc(N2OCC3Cn4c(nc5ccccc54)C32)cc1 (stereo unspecified)	-6	-6	-6	-34	-8	-28	0	-9	-13	6	-23
COCCN(C(=O)COC(=O)CNC(=O)c1ccc(C)cc1)c1c(N)n(Cc2ccccc2)c(=O)[nH]c1=O	9	-2	13	-2	-1	-7	2	1	-5	0	-5
O=C(O)CSCC(=O)Nc1ccc(C(F)(F)F)cc1	-3	-5	-13	19	6	6	5	8	3	3	-42
CN1Cc2sc(N)c(C#N)c2CC1(C)C	-7	-9	-9	-2	3	-3	1	-34	-10	2	-7
COc1ccc(C(=O)CSc2n[nH]c(=O)n2Cc2ccco2)cc1	1	3	5	-22	14	-27	2	-5	6	-6	-19
CCCC(=O)NCCc1cc2ccc(OC)cc2[nH]c1=O	-12	-3	-3	-7	4	-9	-9	2	7	-2	-5
CCOC(=O)Cn1cc(C(=O)OC)c2ccccc21	-6	1	-2	0	14	13	-10	-11	-11	-1	11
COC(=O)C1=NNC(C(=O)OC)C1c1ccccc1 (stereo unspecified)	-7	1	7	-1	16	-12	12	-4	17	-4	-8
Cc1ccc(OCc2nnc(SCC(N)=O)n2N)cc1	-8	-1	-3	3	-1	3	-4	4	10	-7	-20
NC(=O)C1CCN(C(=O)c2cccc(CN3C(=O)c4ccccc4C3=O)c2)CC1	2	-5	7	4	-21	-5	1	32	17	3	-12
CC(=O)Oc1c(C(C)C)cc(N(C(C)=O)c2ccccc2)cc1C(C)C	-1	5	0	0	-8	-2	3	3	11	12	11
C=CCOC(=O)C1=C(C)N=C2SCCC(=O)N2C1/C=C/c1ccccc1OC (stereo unspecified)	6	2	0	4	0	4	-6	26	-3	2	-7
Cn1c(-c2ccc(F)cc2)cnc1NCc1ccc(C#N)cc1	-5	12	-12	-17	-10	-16	-4	26	2	1	-137
Cn1c(=O)oc2cc(S(=O)(=O)N3CCC(C(=O)NCc4cccs4)CC3)ccc21	-5	8	-16	-10	15	-8	0	1	-24	-10	-2
COc1ccc(OCc2nc(C#N)c(NCCCn3ccnc3)o2)cc1	-14	3	12	10	27	-1	0	8	-8	0	-1
COc1cccc(CN(C)C(=O)c2ccc(Cl)c(S(=O)(=O)N3CCCCCC3)c2)c1OC	1	-6	11	15	26	22	10	-14	4	-3	17
COc1ccc(C(=O)Oc2ccc3ccc(=O)oc3c2)cc1OC	-4	0	20	8	3	-43	-6	-7	-14	1	4
CCOC(=O)C1(CCOc2ccccc2)CCN(Cc2cnc(C)[nH]2)CC1	3	10	5	-24	10	7	-16	-2	4	0	-6
